Ins promoter up: insulin promoter activators in MIN6 cells, imaging, high-content screening, mouse beta cells. MIN6 insulin promoter-GFP reporter; stronger effect = higher value. z-score at 5 µM. 190,000 compounds, 0.3% hits. AID 1625, 2009;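 active = z-score above 3 at 5 µM with at least 500 cells counted in the well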
MT stabilizer: microtubule stabilizers in HeLa cells, primary screen, imaging, high-content imaging; HeLa tubulin immunostaining HCS, 24 h; share of cells brighter than vehicle mean+2SD; % tubulin-high responders, % at 10 µM; 200,000 compounds, 0.83% hits; AID 2205, 2009;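 active = plate Z-score above 3 for both tubulin-high and condensed-nucleus cell shares, with cell loss under 80%, at 10 µM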;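 also: anti alpha tubulin signal scored within the nucleus-defined area of each cell; some results filed as inactive read as strong as hits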
Yfh1-off respiration: enhancers of respiration in Yfh1-depleted yeast, dose response, Friedreich's ataxia, plus single-dose screen (AID 1465). S. cerevisiae Yfh1-off respiration, WST-1 reduction, 72 h; higher fold induction means a stronger effect. fold induction at 50 µM; hits with a dose series show EC50 in µM. 220,000 compounds, 0.074% hits;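 active = fold induction of absorbance versus untreated yeast above a set limit, then at least 30% activation at any dose in follow-up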;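 also: activators that raise dye reduction in frataxin-depleted yeast; strong numbers were not always called active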
HIV peptide binding: inhibitors of HIV fusion peptide binding, primary screen, biochemical, uHTS, fluorescence dequenching (AID 1986); inhibition, % at 20 µM; hits with a dose series show IC50 in µM; cell-free peptide binding, fluorescence dequenching, 30 min; higher % means a stronger effect; 290,000 compounds, 0.3% hits; in the data active = inhibition mostly above about 52%, no sharp cut-off; inactive = mostly below about 76%; also: some results filed as inactive read as strong as hits
AID2073: inhibitors of Mint1-CaV2.2 protein interaction, biochemical, HTRF (AID 2073); HTRF protein-protein interaction, Mint1-CaV2.2; higher % means a stronger effect; inhibition, % at 20 µM; hits with a dose series show IC50 in µM; 290,000 compounds, 0.19% hits; Voltage-dependent N-type calcium channel subunit alpha-1B (Homo sapiens); in the data active = inhibition mostly above about 51%, no sharp cut-off; also: some results filed as inactive read as strong as hits
WT yeast gro inh: growth inhibition of WT strain, primary screen, mitochondrial fusion inhibitor project, WT and mutant strains, chemical genetic. mitochondrial fusion phenotypic screen. inhibition, % at 10 µM. 190,000 compounds, 2.1% hits. AID 1362, 2008; in the data active = inhibition above about 58%; tested in S. cerevisiae
Dynein transport: inhibitors of GR-EGFP nuclear translocation, primary screen, dynein cargo transport inhibitor project, imaging, high-content, 3617.4 mouse cells; test concentration mostly 20 µM; stimulated with dexamethasone, 1 µM; stronger effect = lower value; AID 1381, 2008; z-score, hits read low; 220,000 compounds, 0.47% hits;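 active = plate z-score of nuclear minus cytoplasmic receptor signal below a set negative limit, without overly bright fluorescence or cell loss, cut at about -3.5 in these data, passing the limit was not always enough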;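 also: z-score of nuclear minus cytoplasmic ring GR-EGFP intensity difference per well; some compounds called inactive have numbers as strong as hits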
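Buffer or medium: tet-free, stripped-serum medium; reagent: dexamethasone at 1.0 µM final, 30 min; incubation: 48 h induction, 1 h compound, 30 min dex at 37 °C; measured by: formaldehyde fixation, Hoechst nuclear stain, 10x automated fluorescence imaging; read-out: nuclear-to-cytoplasmic GR-EGFP distribution per well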
b-catenin transl: modulators of beta-catenin nuclear translocation, primary screen, imaging, HeLa cells, immunofluorescence, high-content; nuclear translocation activity, % at 5 µM; 190,000 compounds, 0.3% hits; AID 1665, 2009;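 active = nuclear translocation activity above 50% at 5 µM, with a well cell count of 50 or more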;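 also: per-cell ratio of nuclear to cytoplasmic median beta-catenin stain intensity; plate controls were DMSO negative control for no effect and GSK-3 inhibitor IX positive control for full effect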
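Test system: human HeLa cell line; Doses: 5 µM primary, 0.02–20 µM confirmation; Incubation: 24 h compound exposure, 37°C; Detection: beta-catenin immunofluorescence imaging with DAPI; Read-out: beta-catenin nuclear/cytoplasmic ratio, % activation.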
Autophagy HCS: autophagy modulators in MEF cells, primary screen, imaging, high-content, MEF GFP-LC3; MEF GFP-LC3 puncta imaging; test concentration mostly 10 µM; calls only at 10 µM (by protocol); 190,000 compounds, 0.98% hits;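 active = percentage of spot-positive cells more than 3 SD above its plate mean, without a fluorescence outlier flag or 80% toxicity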;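 also: spot-positive cell cutoff set from DMSO-treated cells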
WT yeast gro inh mutant strain: recorded beside WT yeast gro inh, whose call it bears; inhibition, %; mitochondrial fusion phenotypic screen, mutant strain inhibition
Dynein transport cytoplasmic EGFP: also measured in Dynein transport; calls as there; z-score; measured here: cytoplasmic GR-EGFP intensity; stronger effect = higher value
Dynein transport nuclear GR-EGFP: also measured in Dynein transport; calls as there; z-score; measured here: nuclear GR-EGFP intensity;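 lower value marks the stronger effect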
Dynein transport cell count: further read-out of Dynein transport, marked with its call; z-score; measured here: cell count per field
Ins promoter up cell count: second read-out of Ins promoter up, no call of its own (marks repeat the call); cell count; measured here: cytotoxicity, nuclei count;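 total cells summed across four imaged fields per well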
b-catenin transl cell count 5 µM: also measured in b-catenin transl; calls as there; cell count; measured here: cell count, cytotoxicity flag
MT stabilizer Hoechst-high %: also measured in MT stabilizer; calls as there; % Hoechst-high responders; measured here: nuclear condensation Hoechst responders;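 share of cells brighter than vehicle mean plus two SD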
MT stabilizer cytotoxicity %: further read-out of MT stabilizer, marked with its call; toxicity, %; measured here: cytotoxicity by cell density;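 0% = mean cell density of plate MIN control wells and 100% = no cells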
Autophagy HCS cell loss 18 h: further read-out of Autophagy HCS, marked with its call; toxicity, %; measured here: cell loss, nuclei count;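 cell loss after 18 h compound exposure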
* marks the source's active call; other numbers are inactive results.

What do the screens show for `Cc1ccc(N2CC(C(=O)N3CCCc4ccccc43)CC2=O)cc1` (stereo not drawn)?
Ins promoter up: 0.82; MT stabilizer: 9.2; Yfh1-off respiration: inactive; HIV peptide binding: 0.6%; AID2073: 6%; WT yeast gro inh: 3; Dynein transport: 0.48; Autophagy HCS: inactive; WT yeast gro inh mutant strain: -2; Dynein transport cytoplasmic EGFP: -0.21; Dynein transport nuclear GR-EGFP: 0.51; Dynein transport cell count: 0.18; Ins promoter up cell count: 1224; MT stabilizer Hoechst-high %: 3.0; MT stabilizer cytotoxicity %: 6.1; Autophagy HCS cell loss 18 h: -6

What do the screens show for `Cc1nc(NCC2CC2)c2nnn(Cc3ccccc3)c2n1`?
Ins promoter up: -1.2; MT stabilizer: 2.2; Yfh1-off respiration: inactive; HIV peptide binding: 0.3%; AID2073: -4%; WT yeast gro inh: 2; Dynein transport: -1.2; b-catenin transl: 0.7; Autophagy HCS: inactive; WT yeast gro inh mutant strain: -13; Dynein transport cytoplasmic EGFP: -0.31; Dynein transport nuclear GR-EGFP: -0.49; Dynein transport cell count: 1.5; Ins promoter up cell count: 1450; b-catenin transl cell count 5 µM: 1037; MT stabilizer Hoechst-high %: 1.7; MT stabilizer cytotoxicity %: 8.0; Autophagy HCS cell loss 18 h: -9

Results for Cc1cc(C(=O)Nc2c(C)n(C)n(-c3ccccc3)c2=O)on1 ?
Ins promoter up: 0.23; MT stabilizer: 3.6; Yfh1-off respiration: inactive; HIV peptide binding: 0.7%; AID2073: -5%; WT yeast gro inh: 8; Dynein transport: -0.17; Autophagy HCS: inactive; WT yeast gro inh mutant strain: -8; Dynein transport cytoplasmic EGFP: -0.13; Dynein transport nuclear GR-EGFP: -0.068; Dynein transport cell count: 0.0077; Ins promoter up cell count: 895; MT stabilizer Hoechst-high %: 2.8; MT stabilizer cytotoxicity %: 7.0; Autophagy HCS cell loss 18 h: 13

Results for Cc1ccc(/C=C2/C(=O)N=C(N)N2C)s1 ?
Ins promoter up: -0.15; MT stabilizer: 6.0; Yfh1-off respiration: inactive; HIV peptide binding: 1.2%; AID2073: -4%; WT yeast gro inh: -6; Dynein transport: -0.32; b-catenin transl: 1.2; Autophagy HCS: inactive; WT yeast gro inh mutant strain: 16; Dynein transport cytoplasmic EGFP: -0.3; Dynein transport nuclear GR-EGFP: -0.21; Dynein transport cell count: -0.14; Ins promoter up cell count: 1326; b-catenin transl cell count 5 µM: 976; MT stabilizer Hoechst-high %: 2.8; MT stabilizer cytotoxicity %: 6.3; Autophagy HCS cell loss 18 h: 12

How did COC(=O)Nc1ccc2c(c1)N(C(=O)CCN1CCN3CCCC3C1)c1ccccc1S2 (stereo not drawn) do in these assays?
Ins promoter up: -1.4; MT stabilizer: 4.6; Yfh1-off respiration: inactive; HIV peptide binding: 7.3%; AID2073: -14%; WT yeast gro inh: 14; Dynein transport: 1.8; b-catenin transl: -5.8; Autophagy HCS: inactive; WT yeast gro inh mutant strain: 6; Dynein transport cytoplasmic EGFP: -0.44; Dynein transport nuclear GR-EGFP: 0.55; Dynein transport cell count: -0.14; Ins promoter up cell count: 1002; b-catenin transl cell count 5 µM: 1024; MT stabilizer Hoechst-high %: 1.2; MT stabilizer cytotoxicity %: 4.8; Autophagy HCS cell loss 18 h: 20

Results for Cc1ccc(N2C(=O)CC(Cc3cccc(C)c3)C2=O)cc1 (stereo not drawn) ?
Ins promoter up: -0.34; MT stabilizer: 1.4; Yfh1-off respiration: inactive; HIV peptide binding: -1.2%; AID2073: 3%; WT yeast gro inh: 0; Dynein transport: -0.71; b-catenin transl: 1.3; Autophagy HCS: inactive; WT yeast gro inh mutant strain: -5; Dynein transport cytoplasmic EGFP: -0.26; Dynein transport nuclear GR-EGFP: -0.14; Dynein transport cell count: 0.27; Ins promoter up cell count: 1548; b-catenin transl cell count 5 µM: 992; MT stabilizer Hoechst-high %: 0.9; MT stabilizer cytotoxicity %: 3.7; Autophagy HCS cell loss 18 h: -10

What do the screens show for `C=CCn1c(=N)n(CC(=O)c2ccc(OC)cc2)c2ccccc21`?
Ins promoter up: -0.07; Yfh1-off respiration: inactive; HIV peptide binding: -0.7%; AID2073: 1%; Dynein transport: 0.14; b-catenin transl: -0.4; Dynein transport cytoplasmic EGFP: -0.23; Dynein transport nuclear GR-EGFP: 0.49; Dynein transport cell count: 0.87; Ins promoter up cell count: 1065; b-catenin transl cell count 5 µM: 1339

How did COc1ccc(NC(=O)c2cn3c(nc4ccccc43)c(C#N)c2C)cc1 do in these assays?
Ins promoter up: 0.12; Yfh1-off respiration: inactive; HIV peptide binding: -0.5%; AID2073: 19%; Dynein transport: 0.24; b-catenin transl: -0.3; Dynein transport cytoplasmic EGFP: -0.17; Dynein transport nuclear GR-EGFP: 0.57; Dynein transport cell count: 0.18; Ins promoter up cell count: 1056; b-catenin transl cell count 5 µM: 1319

How did COc1cc(NC(=O)COC(=O)C=C(C)C)c(C)cc1[N+](=O)[O-] do in these assays?
Ins promoter up: 0.46; MT stabilizer: 4.0; Yfh1-off respiration: inactive; HIV peptide binding: -1.0%; AID2073: -2%; WT yeast gro inh: 9; Dynein transport: -0.018; b-catenin transl: -0.7; Autophagy HCS: inactive; WT yeast gro inh mutant strain: 15; Dynein transport cytoplasmic EGFP: -0.26; Dynein transport nuclear GR-EGFP: 0.54; Dynein transport cell count: -0.47; Ins promoter up cell count: 1226; b-catenin transl cell count 5 µM: 1075; MT stabilizer Hoechst-high %: 3.1; MT stabilizer cytotoxicity %: 8.7; Autophagy HCS cell loss 18 h: 14

Results for Clc1ccccc1/C=C/c1nc(-c2ccccn2)no1 ?
Ins promoter up: -0.01; Yfh1-off respiration: inactive; HIV peptide binding: -1.3%; AID2073: -9%; Dynein transport: -0.75; b-catenin transl: -1.0; Dynein transport cytoplasmic EGFP: -0.25; Dynein transport nuclear GR-EGFP: -0.34; Dynein transport cell count: 0.46; Ins promoter up cell count: 1127; b-catenin transl cell count 5 µM: 1306

Results for CCN(CC)S(=O)(=O)c1cccc(C(=O)NC(Cc2c[nH]c3ccccc23)c2nnc3n2CCCCC3)c1 (stereo not drawn) ?
Ins promoter up: -0.13; MT stabilizer: 2.4; Yfh1-off respiration: inactive; HIV peptide binding: -2.1%; AID2073: -9%; WT yeast gro inh: -27; Dynein transport: -0.5; b-catenin transl: 0.2; Autophagy HCS: inactive; WT yeast gro inh mutant strain: -23; Dynein transport cytoplasmic EGFP: -0.24; Dynein transport nuclear GR-EGFP: -0.91; Dynein transport cell count: 1.6; Ins promoter up cell count: 1512; b-catenin transl cell count 5 µM: 1310; MT stabilizer Hoechst-high %: 1.6; MT stabilizer cytotoxicity %: 11; Autophagy HCS cell loss 18 h: -3

Results for O=c1cc(O)c(-c2ccc(Cl)cc2)c(Cl)[nH]1 ?
Ins promoter up: 1.6; Yfh1-off respiration: inactive; HIV peptide binding: -0.9%; AID2073: 2%; Dynein transport: 3.7; b-catenin transl: 0.8; Dynein transport cytoplasmic EGFP: -0.54; Dynein transport nuclear GR-EGFP: 2.3; Dynein transport cell count: -2.1; Ins promoter up cell count: 983; b-catenin transl cell count 5 µM: 1290

How did C=CCN1C(=O)/C(=C/c2ccc(N(C)C)cc2)S/C1=N\c1nnc(CC)s1 do in these assays?
MT stabilizer: 2.5; HIV peptide binding: 62%*; AID2073: 20%; WT yeast gro inh: -11; Dynein transport: -3.3; b-catenin transl: 4.0; Autophagy HCS: active; WT yeast gro inh mutant strain: 5; Dynein transport cytoplasmic EGFP: 23; Dynein transport nuclear GR-EGFP: 2.4; Dynein transport cell count: 0.59; b-catenin transl cell count 5 µM: 1142; MT stabilizer Hoechst-high %: 1.2; MT stabilizer cytotoxicity %: 4.2; Autophagy HCS cell loss 18 h: -12*

What do the screens show for `O=C(CSc1ncn[nH]1)NCCc1ccccc1`?
Ins promoter up: 0.99; MT stabilizer: 1.4; Yfh1-off respiration: inactive; HIV peptide binding: -0.6%; AID2073: 3%; WT yeast gro inh: 12; Dynein transport: -0.33; b-catenin transl: 0.0; Autophagy HCS: inactive; WT yeast gro inh mutant strain: 3; Dynein transport cytoplasmic EGFP: -0.11; Dynein transport nuclear GR-EGFP: 0.14; Dynein transport cell count: -0.24; Ins promoter up cell count: 879; b-catenin transl cell count 5 µM: 976; MT stabilizer Hoechst-high %: 1.2; MT stabilizer cytotoxicity %: 7.6; Autophagy HCS cell loss 18 h: 0

Random excerpt: two compounds from above
How did COc1cc(NC(=O)COC(=O)C=C(C)C)c(C)cc1[N+](=O)[O-] do in these assays?
Ins promoter up: 0.46; MT stabilizer: 4.0; Yfh1-off respiration: inactive; HIV peptide binding: -1.0%; AID2073: -2%; WT yeast gro inh: 9; Dynein transport: -0.018; b-catenin transl: -0.7; Autophagy HCS: inactive; WT yeast gro inh mutant strain: 15; Dynein transport cytoplasmic EGFP: -0.26; Dynein transport nuclear GR-EGFP: 0.54; Dynein transport cell count: -0.47; Ins promoter up cell count: 1226; b-catenin transl cell count 5 µM: 1075; MT stabilizer Hoechst-high %: 3.1; MT stabilizer cytotoxicity %: 8.7; Autophagy HCS cell loss 18 h: 14

Results for Cc1cc(C(=O)Nc2c(C)n(C)n(-c3ccccc3)c2=O)on1 ?
Ins promoter up: 0.23; MT stabilizer: 3.6; Yfh1-off respiration: inactive; HIV peptide binding: 0.7%; AID2073: -5%; WT yeast gro inh: 8; Dynein transport: -0.17; Autophagy HCS: inactive; WT yeast gro inh mutant strain: -8; Dynein transport cytoplasmic EGFP: -0.13; Dynein transport nuclear GR-EGFP: -0.068; Dynein transport cell count: 0.0077; Ins promoter up cell count: 895; MT stabilizer Hoechst-high %: 2.8; MT stabilizer cytotoxicity %: 7.0; Autophagy HCS cell loss 18 h: 13
